Bioassay records (PubChem)
FBW7 activator – activators of human E3 ligase FBW7; AlphaScreen FBW7–phospho-cyclin E peptide binding, activator screen; normalized activity (activation), % at 26.1 µM; hit rate 0.13% among 650,000; AID 1259310; in the data active = normalized activity above about 1.9%;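 note: purified mutant Fbw7 with reduced substrate affinity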
Target sequence (Q969H0 whole entry, looked up): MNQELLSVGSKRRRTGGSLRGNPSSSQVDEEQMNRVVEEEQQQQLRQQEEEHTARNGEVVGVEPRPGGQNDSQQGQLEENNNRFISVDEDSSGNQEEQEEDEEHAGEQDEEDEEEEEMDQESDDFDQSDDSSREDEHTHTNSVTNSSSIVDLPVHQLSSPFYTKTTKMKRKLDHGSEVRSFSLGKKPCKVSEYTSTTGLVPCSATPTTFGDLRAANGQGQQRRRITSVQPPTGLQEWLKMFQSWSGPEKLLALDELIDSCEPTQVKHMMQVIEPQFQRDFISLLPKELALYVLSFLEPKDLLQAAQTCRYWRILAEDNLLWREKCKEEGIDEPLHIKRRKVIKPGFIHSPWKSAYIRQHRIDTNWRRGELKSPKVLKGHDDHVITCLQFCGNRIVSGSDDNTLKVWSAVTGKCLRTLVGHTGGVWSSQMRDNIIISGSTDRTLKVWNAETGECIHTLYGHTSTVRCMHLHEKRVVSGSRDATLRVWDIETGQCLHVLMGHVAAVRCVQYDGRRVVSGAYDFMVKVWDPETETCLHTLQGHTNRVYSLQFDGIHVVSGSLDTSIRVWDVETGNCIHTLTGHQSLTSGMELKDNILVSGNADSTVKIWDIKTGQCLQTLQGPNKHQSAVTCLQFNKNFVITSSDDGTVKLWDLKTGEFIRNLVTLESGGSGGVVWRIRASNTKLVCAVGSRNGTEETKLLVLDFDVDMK
MITF primary – inhibitors of human MITF. AID 1259374. O75030. hit rate 0.91% among 650,000. AlphaScreen MITF homodimerization, bead proximity signal. inhibition, % at 2.6 µM; in the data active = inhibition above about 50%;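 note: 0% = vehicle wells with protein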
GPR151 activ – human GPR151 activation; Q8TDV0; PathHunter beta-arrestin GPR151 cells, luminescence; activation, % at 11.2 µM; hit rate 1% among 650,000; in the data active = activation above about 4.9%;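 note: 0% = median of compound wells and 100% = cells with positive control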
TEAD-YAP inh – TEAD-YAP interaction inhibition; HEK-TIYL cells, TEAD-Gal4/YAP UAS-luciferase luminescence; inhibition, % at 9.12 µM; hit rate 1.4% among 640,000; AID 1259422; in the data active = inhibition above about 32%;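 note: 0% = median of test compound wells and 100% = reference inhibitor wells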
Active calls of the source: *. Compounds as they come; any-hit rate near 3.4%.

Compound	FBW7 activator	MITF primary	GPR151 activ	TEAD-YAP inh
CC(C)[C@@H]1NC(=O)[C@H]2CN(Cc3ccc(CN4CCCCC4)s3)CCN2C1=O	-0.2	-2	-0.8	7
Cc1ccc(OCC(=O)NC(=S)Nc2ccc(Cl)cn2)cc1	0.0	10	2.5	0
CCOC(=O)c1sc2nc(SCc3cc(C(C)=O)ccc3OC)n(Cc3ccc(C)cc3)c(=O)c2c1C	0.1	-7	-0.1	-7
O=C(CSc1nc2ccccc2o1)N1CCCCCC1	0.1	0	0.4	-32
COc1cc2ccccc2cc1C(=O)Nc1nc2ccc3nc(C)sc3c2s1	0.0	7	-0.7	2
FC(F)(F)c1cc(-c2ccc(/C=N/n3cnnc3)o2)ccc1Cl	0.2	4	-0.3	8
Cc1nc2c(c(C)nn2C(C)(C)C)c(C)c1CCC(=O)NCCCN1CCCC1	0.0	-7	-0.2	6
O=C(N/N=C/c1ccc(Br)cc1)C1CC(=O)N(c2ccc(Cl)cc2)C1 (stereo unspecified)	0.1	-8	-1.3	3
CNC(=S)N1CCN(c2nc(-c3ccc(Cl)cc3)cs2)CC1	-0.2	-2	1.5	-8
Cc1cccc2sc(NC(=O)C3(c4cc(-c5ccco5)on4)CC3)nc12	0.9	15	-0.5	5
Cc1ccc(NC(=O)CN(C)S(=O)(=O)c2ccc3nc(-c4ccccc4)[nH]c3c2)cc1	0.0	5	1.0	0
COC(=O)Cc1nc(NCc2ccccc2)c2c3c(sc2n1)CCCC3	0.1	3	1.4	-7
CCCC(=O)Nc1cccc(C(=O)Nc2ccc(S(=O)(=O)N(CCC)CCC)cc2)c1	-0.2	-1	-0.5	0
C=CC[C@H](N)C(=O)O	-0.1	-16	0.5	4
O=C(Nc1ccccc1)C1CCCN1C(=O)Nc1ccccc1F (stereo unspecified)	-0.1	0	0.8	6
COc1ccc(/C=C\C(=O)NCc2cc(-c3ccc(C)cc3)on2)cc1OC	-0.1	0	1.5	1
COc1ccc(C2(NC(=O)c3cnn(C)c3C)CCCCC2)cc1	0.1	-7	-0.5	7
Cc1ccccc1-n1cc2ccc([N+](=O)[O-])cc2n1	-0.1	9	1.0	-41
CCCOC(=O)COc1ccc2c3c(c(=O)oc2c1C)CCCC3	0.1	12	-0.7	6
COC(=O)COc1ccc(S(=O)(=O)N2CCC(C(N)=O)CC2)cc1Cl	-0.1	2	0.0	6
CCC(C)NC(=O)c1sc2nc(C)nc(N(C)c3ccc(C(C)C)cc3)c2c1C (stereo unspecified)	1.3	5	-0.6	2
Cc1cc(NC(=O)CSc2nnc(CNC(=O)c3ccc(C(C)(C)C)cc3)o2)no1	-1.8	18	0.9	-3
COCc1noc2c1C(c1ccc(F)cc1)C(C#N)=C(N)N2 (stereo unspecified)	0.1	16	-0.2	11
CN1CCN(S(=O)(=O)c2ccc3[nH]cc(C(=O)NCc4ccco4)c(=O)c3c2)CC1	-0.1	15	-0.1	6
O=C(NCCC1=CCCCC1)c1ccc2c(c1)NC(=O)C(CSCc1ccc(F)cc1Cl)N2 (stereo unspecified)	0.2	5	2.4	-5
COc1cc(/C=N/n2cnc3scc(-c4cccs4)c3c2=O)ccc1O	0.5	1	0.2	9
CCN(Cc1ccccc1)C(=O)Cn1cc2c(n1)-c1c(oc(C(=O)N3CCCC3)c1C)CC2	0.0	-4	0.3	-5
CCCCSc1nnc2c(n1)OC(c1cccnc1)Nc1ccccc1-2 (stereo unspecified)	0.1	6	-0.2	-27
CC(=O)c1c(C)[nH]c(C(=O)Nc2cc(F)ccc2C)c1C	-0.1	0	0.4	-13
CC(C)n1c(Nc2ccccn2)nc2c(Nc3ccccc3)ncnc21	0.0	31	-3.2	26
OC(c1ccc2c(c1)CN(Cc1ccsc1)CCO2)c1ccccn1 (stereo unspecified)	-0.1	-2	0.0	-6
COc1cc(/C=N/N2C(=O)C3C4C=CC(C5CC45)C3C2=O)ccc1O (stereo unspecified)	-0.1	1	0.0	1
O=C(NN=C1C2CC3CC(C2)CC1C3)c1ccc(Br)cc1	0.2	1	2.0	0
Cc1ncc(CO)c2cc(C(N)=O)c(=Nc3ccc(Oc4ccccc4)cc3)oc12	0.3	18	1.2	0
O=S(=O)(NCc1csc(-c2cccs2)n1)c1cc2ccccc2s1	0.5	11	-1.1	10
COc1cccc(-c2nc(C3CCN(C(C)=O)CC3)n3ccc(Cl)cc23)c1	-0.3	77*	-0.4	2
N#Cc1ccc(C(O)CNC(=O)c2cn(-c3ccc4[nH]ncc4c3)nn2)cc1 (stereo unspecified)	0.0	1	0.5	0
CC(Oc1ccccc1)C(=O)Nc1ccc(S(N)(=O)=O)cc1 (stereo unspecified)	0.2	-21	0.7	1
CCOc1ccc(S(=O)(=O)N2CC(=O)Nc3ccccc32)cc1	0.0	2	2.3	42*
CCC(=O)Nc1ccc(-c2nc3ncccc3o2)cc1	0.4	-3	-0.5	-60
COCCn1c(=O)n(CC(=O)NCc2ccccc2)c2cccnc21	0.0	-2	1.2	0
CCOc1ccc(OCCSc2nc3ccccc3o2)cc1	0.0	-1	1.8	-1
CC(=O)Nc1ccc(N2C(=O)c3ccc(Oc4ccccc4)cc3C2=O)cc1	0.0	-1	-1.6	3
O=C(Nc1ccc(F)cc1F)c1ccc2c(c1)OCO2	-0.1	13	-9.0	-6
CCOC(=O)C1(Cc2ccccc2)CCN(Cc2sc(N(C)C)nc2Cl)CC1	0.2	8	0.2	8
CCN(Cc1ccccc1)C(=O)C1CCN(Cc2cccc(OC)c2)CC1	-0.1	52*	-1.6	-4
CN(c1ccccc1)S(=O)(=O)c1ccc(NC(=O)c2ccco2)cc1	0.1	-6	1.4	-15
O=C(CNC(=O)c1ccccc1F)OCC(=O)c1ccc[nH]1	0.6	12	-1.3	2
CCOC(=O)C1=C(C)N=c2s/c(=C\c3ccc(OCC)c(OCC)c3)c(=O)n2C1c1ccccc1OC(C)C (stereo unspecified)	0.0	-3	3.0	-14
Cc1ccc2nc(-c3ccc(NC(=O)c4cc(Br)ccc4Cl)cc3)sc2c1	0.0	4	1.1	-17

The listing continues.
Compound	FBW7 activator	MITF primary	GPR151 activ	TEAD-YAP inh
COCC(=O)NC(c1nnc2n1CCN(Cc1cc3ccccc3s1)CC2)C(C)C (stereo unspecified)	0.3	-4	2.3	11
CCOc1ccc2cc(C#N)c(SCC(=O)Nc3ccccc3C(=O)OC)nc2c1	0.1	18	-0.8	7
CC(=O)Nc1ccccc1C(=O)C(=O)Nc1ccc(C(=O)NCCc2ccccc2)cc1	-0.3	-10	-0.9	-29
Cc1ccc2ncc(C(=O)Nc3ccc(C)c(Cl)c3)c(=O)n2c1	0.0	21	-1.4	7
C/C(=N\NC(=O)c1ccc([N+](=O)[O-])cc1)c1ccccc1O	-0.6	12	0.5	5
COC(=O)C1=C(O)CSC1=Nc1cccc(C(F)(F)F)c1	0.2	-9	-0.8	1
CCCNC(=S)N(CCCN(C)C)Cc1cc2cc3c(cc2[nH]c1=O)OCCO3	0.2	-5	0.3	14
CCOC(=O)c1ccc(NC(=O)c2ccc(S(=O)(=O)N3CCOCC3)cc2)cc1	0.0	-2	1.0	1
O=C(Cn1ncc2c1-c1ccccc1OC2)Nc1cc(-c2cccc(F)c2)no1	0.2	7	-1.6	-5
COc1ccccc1Nc1nc2nonc2nc1Nc1cccc(Br)c1	-0.3	2	0.2	21
Ic1ccccc1/C=N/NC1=NCCCCC1	-0.1	-5	-2.5	-52
O=C(CC1SC(=O)N(c2ccccc2)C1=O)NC(=S)Nc1cccc([N+](=O)[O-])c1 (stereo unspecified)	-0.1	-5	-2.0	9
O=C(CCc1nnc(-c2ccsc2)o1)NC12CC3CC(CC(C3)C1)C2	0.0	18	-2.4	-14
Cc1ccc(C2CC(=O)C=C(O)C2)cc1 (stereo unspecified)	0.1	-3	-0.6	-1
O=[N+]([O-])c1cccc(COc2ccccc2CO)c1	-0.2	7	-1.1	-12
O=C(c1ccc(-c2ccco2)[nH]1)C(F)(F)F	0.8	34	-0.4	-5
CCOC(=O)c1cccc(NS(=O)(=O)c2ccc3c(c2)SC(C)CN3C(C)=O)c1 (stereo unspecified)	0.6	12	-0.2	22
CC1(C(=O)N2CCC3(CC2)NC(=O)c2ccccc2O3)NCCc2c1[nH]c1ccccc21 (stereo unspecified)	-0.2	1	-0.4	9
COc1ccc(CNC(=O)C(=O)NCc2ccccn2)cc1	0.7	1	1.7	0
CCc1cccc(C)c1NC(=S)N(Cc1cccnc1)Cc1ccco1	-0.1	10	2.4	-8
COc1ccc(C(=O)NCCC(=O)NC2CCCC2)cc1OC	0.0	-7	0.0	8
COc1cc(S(=O)(=O)NCc2ccco2)ccc1Cl	0.8	23	2.2	-8
COc1ccc(F)c(CC2(CCC(=O)NCCc3nc4ccccc4[nH]3)CCC(=O)N2)c1 (stereo unspecified)	0.0	5	-1.2	4
CC1CCC(C2NC(=O)c3ccccc3O2)CC1 (stereo unspecified)	0.1	16	-0.2	-1
O=[N+]([O-])c1ccc(/C=C/C=N/c2ccccn2)cc1	0.0	10	1.6	-4
OCCNC(=S)Nc1ccc2nsnc2c1	-0.1	2	0.1	6
CCn1c(=O)[nH]c2c(C(N)=O)nc(-c3ccc(C)o3)nc21	0.3	10	-0.4	13
O=C(CSc1nnc(CNC(=O)c2cc(Cl)ccc2Cl)n1-c1ccc(F)cc1)Nc1ccccc1C(F)(F)F	-0.4	-13	0.0	0
COC(=O)c1ccccc1NC(=O)CN1C(=O)NC(C)(c2ccccc2Cl)C1=O (stereo unspecified)	0.1	4	-0.6	-1
CCOc1ccc(C(=O)NN2C(=O)C3C4C=CC(O4)C3C2=O)cc1 (stereo unspecified)	0.6	2	-1.7	-12
CCOC(=O)c1sc(NC(=O)c2ccc(C(C)=O)cc2)c(SC#N)c1C	0.3	17	2.7	1
COc1ccc(C2C(C#N)=C(N)N(c3ccc(F)cc3)C3=C2C(=O)CC(C)(C)C3)cc1O (stereo unspecified)	0.1	5	2.1	2
COc1cccc(-c2noc(-c3cc(Cl)ccc3OC)n2)c1	0.2	-1	0.8	2
COc1ccc2c(c1)CCc1c(C(=O)Nc3cc(OC)c(OC)c(OC)c3)noc1-2	0.0	14	0.2	-3
COc1ccc(Oc2c(C(F)(F)F)oc3c(CN(C)C)c(O)ccc3c2=O)cc1	0.1	30	-0.8	8
Cc1cc(C)cc(CN2CCc3nnc(CNC(=O)C4CCCN(C)C4)n3CC2)c1 (stereo unspecified)	-0.2	7	-0.3	14
CCOc1c(Br)cc(C(N)=O)cc1OC	-0.2	-1	2.0	2
CCOc1ccc(C(=O)NC(=S)Nc2cccnc2)cc1	0.1	-4	-1.9	-31
COC(=O)c1cc(S(=O)(=O)NCCc2sccc2C)c[nH]1	0.0	6	0.4	8
Cc1oc(-c2ccccc2Cl)nc1CS(=O)(=O)CC(=O)NC(C)c1ccccc1 (stereo unspecified)	0.2	-17	-0.5	2
O=C(CSc1nnc(NC(=O)C23CC4CC(CC(C4)C2)C3)s1)NC1CCCCC1	0.2	-3	-0.1	4
O=C(Nc1ccccc1I)c1ccc(NC(=O)c2ccco2)cc1	0.0	-19	0.5	-6
CCOC(=O)N1CCc2c(sc(NCc3ccc(C)o3)c2C(=O)Nc2ccccc2OCC)C1	-0.2	-3	2.3	-23
Cc1ccccc1NC(=O)C(C)N1C(=O)c2ccccc2C1=O (stereo unspecified)	0.1	7	-0.1	4
CCCNC(=O)CSc1nc2ccc(OCC)cc2s1	0.3	4	1.4	-14
COc1cc(Br)c(C2C(C(=O)OCc3ccccc3)=C(C)NC3=C2C(=O)CC(C)(C)C3)cc1OC (stereo unspecified)	-0.1	-4	-0.5	4
Cc1cc2c(cc1S(=O)(=O)NCCN1CCCCCC1)OCC(=O)N2	-0.1	8	2.7	5
CCc1ccc(C=Nc2ccc(C(=O)O)cc2)s1	0.1	-9	-0.6	2
CC(Oc1ccc([N+](=O)[O-])cc1)C(=O)N1CCCC1 (stereo unspecified)	0.0	4	-0.1	-1
Cc1ccc2c(nc3s/c(=C/c4cn(Cc5ccc(Cl)cc5Cl)nc4-c4ccccc4)c(=O)n32)c1C	0.0	1	-0.1	-6
O=C(c1cc([N+](=O)[O-])ccc1Cl)N1CCCc2ccccc21	-0.2	-3	-0.7	1

Filtered by structure: the entries above with a COOH group.
Compound	FBW7 activator	MITF primary	GPR151 activ	TEAD-YAP inh
C=CC[C@H](N)C(=O)O	-0.1	-16	0.5	4
CCc1ccc(C=Nc2ccc(C(=O)O)cc2)s1	0.1	-9	-0.6	2

No new results follow: an excerpt of the list.
Compound	FBW7 activator	MITF primary	GPR151 activ	TEAD-YAP inh
OCCNC(=S)Nc1ccc2nsnc2c1	-0.1	2	0.1	6
CCn1c(=O)[nH]c2c(C(N)=O)nc(-c3ccc(C)o3)nc21	0.3	10	-0.4	13
O=C(CSc1nnc(CNC(=O)c2cc(Cl)ccc2Cl)n1-c1ccc(F)cc1)Nc1ccccc1C(F)(F)F	-0.4	-13	0.0	0
COC(=O)c1ccccc1NC(=O)CN1C(=O)NC(C)(c2ccccc2Cl)C1=O (stereo unspecified)	0.1	4	-0.6	-1
